# Screens: PubChem, several laboratories
# IEC-6 cytotox = cytotoxicity in IEC-6 intestinal epithelial cells, primary screen, cytotoxicity control for KLF5 inhibitor project, cell-based, luminescence. IEC-6 cytotoxicity, luminescence viability. actives 0.78% (n = 290,000). inhibition, % at 5 µM; in the data active = inhibition above about 22%;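 note: 0% = plate median of test compound wells and 100% = cytotoxic reference compound wells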
# HSF-1 act = HSF-1 activators, primary screen, NIH3T3-HGL cells, MG132 stress, luminescence, single point; NIH3T3-HGL HSF-1 luciferase reporter, 8 h; 100% = twice DMSO control signal; activation, % at 9 µM; actives 1.7% (n = 300,000);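 active = mean replicate activation of at least 50% with a set share of replicates each reaching 50%; inconclusive = only one of those two conditions met; inactive = mean below 50% and too few replicates reaching it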;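 note: 0% = median of the neutral control wells and 100% = twice that signal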
# HSF1 inhib = HSF1 inhibitors in luciferase reporter cells, primary screen, cell-based, NIH3T3, luminescence. NIH3T3-HGL HSE-luciferase, MG132-induced, luminescence 8 h; active compounds read low. activity change, negative = inhibition, % at 7.5 µM (by protocol). AID 2098, 2009. actives 0.77% (n = 300,000);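 active = more than half of replicate wells show activity change below -50%, luminescence cut by over half; inconclusive = some wells, but at most half, below -50%; inactive = no replicate well below -50%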;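 note: luciferase reports HSF-1 transcriptional activity via heat shock element; 0% = median of DMSO wells and -100% = zero luminescence signal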
# GSK3B inh = human GSK3beta kinase inhibitors, primary screen, biochemical, cell-free homogeneous, HTS | Glycogen synthase kinase-3 beta (Homo sapiens), P49841 | GST-GSK3beta kinase, ADP-Glo luminescence, 60 min; active compounds read low | activity score (negative = inhibition), % at 10 µM | actives 0.038% (n = 300,000) | AID 2097, 2009;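 active = more than half of replicate wells score below -50%, meaning over 50% inhibition versus plate controls; inconclusive = some replicates but at most half score below -50%; inactive = no replicate scores below -50%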;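 note: 0% = median DMSO wells and -100% = median GW8510 positive control wells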
# Target sequence (P49841 whole entry, looked up): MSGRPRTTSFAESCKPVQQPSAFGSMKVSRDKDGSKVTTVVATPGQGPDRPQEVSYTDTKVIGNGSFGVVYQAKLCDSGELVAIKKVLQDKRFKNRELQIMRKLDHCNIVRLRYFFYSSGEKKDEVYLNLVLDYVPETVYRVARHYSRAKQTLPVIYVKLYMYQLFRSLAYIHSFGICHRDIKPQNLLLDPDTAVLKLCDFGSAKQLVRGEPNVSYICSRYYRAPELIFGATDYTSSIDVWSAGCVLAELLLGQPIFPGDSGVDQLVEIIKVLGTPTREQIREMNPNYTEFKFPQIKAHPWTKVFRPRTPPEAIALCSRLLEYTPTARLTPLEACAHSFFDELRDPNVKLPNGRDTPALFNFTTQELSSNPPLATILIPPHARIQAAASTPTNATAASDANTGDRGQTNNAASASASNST
#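 Assay system: GST-tagged human GSK3beta kinase, cell-free; Input: 1.6 ng GSK3beta; Medium: Tris/MgCl2 kinase buffer; Timing: 60 min enzyme reaction, room temperature; Signal: ADP-Glo luminescence quantifying ADP generated by kinase; Evaluation: score relative to plate controls; Benchmarks: DMSO neutral wells and GW8510 at 20 µM as positive.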
# GSK3A inh = blockers of GSK3A enzyme activity – biochemical, luminescence, cell-free homogeneous, HTS, primary screen | Glycogen synthase kinase-3 alpha (Homo sapiens), P49840 | GSK-3 alpha kinase, ADP-Glo luminescence, 60 min | inhibition, % at 10 µM | actives 0.1% (n = 320,000) | AID 2650, 2010;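 in the data active = inhibition above about 50%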;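 note: GST-tagged GSK-3 alpha with peptide substrate and 25 µM ATP; 0% = DMSO neutral wells and 100% = GW8510 positive control wells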
# Target sequence (P49840 whole entry, looked up): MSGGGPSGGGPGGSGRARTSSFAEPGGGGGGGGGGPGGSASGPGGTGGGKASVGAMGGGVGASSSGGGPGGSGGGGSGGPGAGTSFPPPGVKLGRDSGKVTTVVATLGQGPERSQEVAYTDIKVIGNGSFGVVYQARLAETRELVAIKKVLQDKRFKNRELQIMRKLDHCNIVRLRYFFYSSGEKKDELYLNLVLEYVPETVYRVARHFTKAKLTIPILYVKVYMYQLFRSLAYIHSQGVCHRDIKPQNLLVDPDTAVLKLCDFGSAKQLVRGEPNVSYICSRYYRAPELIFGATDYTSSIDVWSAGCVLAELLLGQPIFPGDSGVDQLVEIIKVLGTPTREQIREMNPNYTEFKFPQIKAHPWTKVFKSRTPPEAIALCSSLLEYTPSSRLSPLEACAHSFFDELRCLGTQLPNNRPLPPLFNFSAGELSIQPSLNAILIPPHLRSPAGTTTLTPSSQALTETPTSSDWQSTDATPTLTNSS
# Platelet DG rel = inhibitors of platelet dense granule secretion, primary screen, cell-based, MLPCN, human platelets. human platelet-rich plasma, SFLLRN dense granule ATP release, luminescence. inhibition, %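 (compounds screened at 7.5 µM in platelet-rich plasma)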. actives 0.22% (n = 300,000);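 active = mean replicate score, as percent of positive control, at or above 50; inconclusive = mean below 50 but at least one replicate at or above 50; inactive = mean and every replicate below 50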
# DYRK1A inh = rat Dyrk1A kinase inhibitors, primary screen, biochemical, single point, plate reader | Dual specificity tyrosine-phosphorylation-regulated kinase 1A (Rattus norvegicus), Q63470 | ADP-Glo luminescence, NFATc1 peptide | inhibition, % at 12.5 µM | actives 0.43% (n = 310,000) | AID 504441, 2011; in the data active = inhibition above about 50%;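 note: plate controls were vehicle with enzyme for no effect and no enzyme for full effect; many of its hits are not listed in these tables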
# aSyn 5UTR inh = MLPCN primary screen, SNCA 5' untranslated region | alpha-synuclein 5'UTR reporter, inhibitor activity | inhibition, % (tested at 7.5 µM) | actives 0.82% (n = 300,000); in the data active = inhibition above about 60%; inconclusive = no clear call, values can overlap the other calls;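 note: H4 neuroglioblastoma cells stably carrying SNCA 5'UTR luciferase fusion; 0% = DMSO wells and 100% = positive control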
# KLF5 inhibitor = KLF5 expression inhibitors, primary screen, DLD-1 cells, luminescence. inhibition, % at 5 µM. DLD-1 KLF5 promoter-luciferase reporter. actives 0.23% (n = 290,000);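 active = inhibition above a per-plate limit of that plate's mean compound inhibition plus 3 SD, cut at about 60% in these data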;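 note: 0% = DMSO wells and 100% = LY294002 at 200 µM; higher means less KLF5 promoter-driven luciferase light; inactives centre near -14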
# HSP90 inh = HSP90 inhibitors, primary screen, cell lysate, luminescence; inhibition, % at 5.6 µM; Rabbit reticulocyte lysate, luciferase refolding luminescence, 3 h; actives 0.91% (n = 290,000); Heat shock protein HSP 90 (rabbit reticulocyte lysate; luciferase refolding); AID 1789, 2009;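 active = inhibition above the screen-wide mean plus 3 SD, computed separately per campaign, cut at about 16% in these data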;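 note: 0% = DMSO wells and 100% = 60 µM geldanamycin wells; inhibitors lower the luminescence because luciferase stays unfolded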
# Numbers without * were called inactive; ? = inconclusive; · = not tested or not shown. An excerpt; the hit share may differ from the screen's.
SMILES,IEC-6 cytotox,HSF-1 act,HSF1 inhib,GSK3B inh,GSK3A inh,Platelet DG rel,DYRK1A inh,aSyn 5UTR inh,KLF5 inhibitor,HSP90 inh
CCOc1ccc(NC(=O)CCC(=O)Oc2ccc(C)cc2)cc1,-2,6,-2,1,0,0,3,-2,-11,4
COc1cc(NC(=S)Nc2ccc(Br)cc2Cl)c(OC)cc1Cl,0,10,-17,5,0,-1,0,-6,-9,0
CCN(CC)S(=O)(=O)c1cccc(C(=O)/C=C2/N(C)c3ccccc3C2(C)C)c1,-2,24,-3,-3,0,3,-3,5,-23,2
O=c1[nH]c2ccccc2nc1Cc1ccc(Cl)cc1,6,-2,-2,1,-3,-2,-1,15,-11,2
COC(=O)/C=c1/sc2n(c1=O)CCN=2,-2,5,-3,2,2,1,2,1,-17,0
CC(C)CN(C(=O)COC(=O)C(C)N1C(=O)c2ccccc2C1=O)c1c(N)n(Cc2ccccc2)c(=O)[nH]c1=O (stereo unspecified),·,-2,1,-2,-1,·,-10,8,·,·
CC(C)CCn1c(N2CCN(c3cccc(Cl)c3)CC2)nc2c1c(=O)[nH]c(=O)n2C,-4,2,-1,-3,1,0,1,54,21,-1
Cc1ccc(S(=O)(=O)NCC(=O)NCC(=O)N2CCN(c3ncccn3)CC2)cc1C,2,-18,-6,-2,0,-2,-1,12,5,3
CCCOc1ccccc1NS(=O)(=O)c1ccc2[nH]c(=O)[nH]c2c1,-7,-5,-6,2,-1,1,1,18,2,-3
Nc1cc(-c2ccc(Br)cc2)nn1Cc1ccccc1,-2,36,11,3,·,6,-1,-196,-42,-1
CC(=O)c1cccc(NC(=O)c2ccc(C(=O)Nc3cccc(C(C)=O)c3)nc2)c1,0,-4,-3,2,7,-6,·,16,-12,-2
CC(NC(N)=O)C12CC3CC(CC(C3)C1)C2 (stereo unspecified),5,16,-3,-2,-1,-8,-4,20,3,-1
COc1cc(C(C)=O)ccc1Oc1ncnc2c1cnn2-c1ccccc1,1,-3,-3,2,-1,-3,62*,-27,-60,-3
Cc1ccccc1OCCNc1ccc(C(F)(F)F)cc1[N+](=O)[O-],-1,20,20,1,-5,-21,0,-28,-2,5
CC(=O)c1sc2nsc(SCCN3CCCC3)c2c1N,1,-3,6,-3,4,0,36,-7,8,-1
Cc1ccccc1C(=O)NNC(=O)CSc1nnc(C)n1-c1ccccc1,0,-12,-3,-2,-5,4,0,16,-12,-1
O=C(CN1CCOCC1)Nc1c(Cl)cc(Cl)cc1Cl,0,2,-4,0,-1,21,-6,-2,-9,-3
O=C(Nc1ccccc1Cl)C1C2CCC3C(CCC21)C3(Cl)Cl (stereo unspecified),3,2,-11,3,-2,-18,10,19,10,3
COc1ccnc(N=CNOCc2cccc(Cl)c2Cl)c1C#N,1,33,22,-1,-2,3,7,-61,-16,3
O=C(c1ccccc1Cl)N(Cc1ccc(Cl)c(Cl)c1)N1C(=O)CCCC1=O,0,-18,-6,3,-2,6,2,8,24,-1
Cc1nn(-c2ccccc2)c(NC(=O)c2cccs2)c(-c2ccccc2Cl)c1=O,3,·,·,3,0,·,·,·,11,5
O=C(c1cc(F)ccc1F)C1CCCN(C(=O)CCc2cnccn2)C1 (stereo unspecified),-3,·,·,-3,0,-1,-5,7,9,2
CCOc1ccc(C(=O)N2CCC3(CC2)NCCc2[nH]cnc23)cc1,-3,6,0,-1,0,0,2,2,-17,1
CCNc1c([N+](=O)[O-])c(=O)oc2ccccc12,2,0,-12,1,-1,-8,10,-18,21,-3
N/C(=N\OC(=O)Cc1ccccc1)c1cccnc1,-5,14,12,1,-2,4,5,-23,-24,-1
# Next section:
SMILES,IEC-6 cytotox,HSF-1 act,HSF1 inhib,GSK3B inh,GSK3A inh,Platelet DG rel,DYRK1A inh,aSyn 5UTR inh,KLF5 inhibitor,HSP90 inh
Cc1ccc(N(CC(=O)Nc2ccc(C)cn2)S(=O)(=O)c2c(C)nn(C)c2C)cc1,-6,7,6,2,1,-13,2,-17,-8,-2
Cc1ccc(C)c(NS(=O)(=O)c2cc(C(=O)NCc3ccco3)ccc2C)c1,2,-4,-1,-1,-2,-15,2,0,-4,5
Cc1ccc(NC(=S)NNC(=O)C2CC2c2ccc(C)cc2)cc1 (stereo unspecified),10,13,2,0,-3,-6,-8,-13,-4,-2
O=C(COc1ccc(F)cc1Cl)Nc1ccc(N2CCOCC2)cc1N1CCOCC1,·,22,12,-3,2,-8,15,18,·,·
CC(C)N1CC(COc2ccc(Br)cc2)OC1=O (stereo unspecified),-5,29,4,1,-2,-6,1,6,-40,1
CN(C)c1ccc(N=Nc2ccc(C(=O)O)cc2)cc1,-12,-55,-48,3,0,-7,2,64*,60,31*
CC(=O)C1=C(c2ccccc2)OC(N)=C(C#N)C1c1ccccc1C (stereo unspecified),-2,10,-1,2,2,-5,2,9,1,-1
CCc1c(C)c2cc(Cl)c(O)c(CN(C)C)c2oc1=O,-6,-18,2,-1,-4,-8,6,-9,-12,0
Cc1ccc(C)c(NC(=S)NC(NC(=O)N(C)C)C(Cl)(Cl)Cl)c1 (stereo unspecified),2,·,·,-1,-2,-2,-5,-3,16,4
Cc1cc(Cl)cc(Cl)c1OCC(=O)NCc1ccco1,4,19,8,2,0,1,2,7,-15,1
CN1CCCN(Cc2nc(-c3cccc(C(F)(F)F)c3)no2)CC1,3,2,1,-8,-2,1,-3,-10,-11,2
Cc1cc(C)n(-c2nc(NCCCN(C)C)c3c4c(sc3n2)CCCC4)n1,8,3,7,-3,-2,-8,·,-36,-20,0
COc1ccc(CCN(C)C2CCCN(S(=O)(=O)N(C)C)C2)cc1OC (stereo unspecified),-1,1,2,4,-1,-5,·,-4,-26,1
Nc1nc(N)nc(-c2cc(Cl)ccc2Cl)n1,·,-23,-4,7,1,-5,0,7,·,·
O=C(c1ccc(OC2CCN(CCCc3ccccc3)CC2)cc1)N1CCCC1,5,-15,0,2,-1,-3,1,16,-17,2
O=S(=O)(c1cccc(Cl)c1)N1CCCC1,-2,3,-2,1,-1,-9,·,10,-20,-1
COc1ccc(CSCC(=O)N/N=C/c2ccccc2OCc2ccccc2)cc1,-7,3,3,1,1,-2,0,21,-16,2
Clc1ccc(-c2cn3c(n2)-c2ccccc2C3)cc1Cl,6,53*,18,-1,·,7,6,-67,-143,2
CCNC(=O)c1ccccc1-c1nc(-c2ccccc2Cl)no1,2,6,3,3,-2,1,1,7,-12,-1
CCOC(=O)N1CCN(C(=O)CSC2=NS(=O)(=O)c3cc(Cl)ccc3N2)CC1,·,-13,-6,2,-3,6,2,6,·,·
Cc1ccc(C=Nc2ccccc2C(N)=O)o1,4,60*,26,-15,4,7,2,-154,-95,1
Cc1ccc(C(=O)N(CC(=O)NC2CCCC2)c2ccccc2Cl)s1,-6,-3,-2,2,0,·,-10,3,4,3
CCCCCCCCCC[n+]1cccc2c3ccccc3ccc21,52*,-20,-9,-15,·,9,3,-37,96*,2
Cc1cc(C)n(C(C)CNS(=O)(=O)c2ccc(C)c(C)c2)n1 (stereo unspecified),-2,4,-2,5,-2,-9,23,11,-2,0
CCN(CC)C(=O)CSc1nc2ccccc2c(=O)n1CC,3,-1,-6,-2,0,3,4,-1,-2,0
# Next part.
SMILES,IEC-6 cytotox,HSF-1 act,HSF1 inhib,GSK3B inh,GSK3A inh,Platelet DG rel,DYRK1A inh,aSyn 5UTR inh,KLF5 inhibitor,HSP90 inh
CCn1cc(C2=NOC(C(=O)Nc3ccc4c(c3)OCO4)C2)c(C)n1 (stereo unspecified),-1,-4,5,-2,0,1,1,-4,-10,2
Nc1nc(SCC(=O)Nc2ccc([N+](=O)[O-])cc2)[nH]c(=O)c1NC(=O)c1ccc(Br)cc1,5,-10,-3,-3,0,21,-1,-9,-28,12
C/C=C\C(=O)Nc1cccc(C2=NOC3(C2)C[C@@H](C(N)=O)N(C(=O)CCCCC)C3)c1 (stereo partly specified),·,-4,-1,3,-1,4,1,6,·,·
CCOC(=O)c1sc2nc(C)nc(NC3CCC(O)CC3)c2c1C (stereo unspecified),7,-16,-6,0,-3,·,1,-12,-6,-1
O=C(COC(=O)c1ccccc1NCCO)Nc1cccc(S(=O)(=O)NC2=NCCCCC2)c1,·,2,-4,0,3,-4,-1,10,·,·
O=C(NNC(=O)c1cccs1)c1ccc(Br)o1,-2,·,·,·,0,·,-6,·,1,3
O=C(CCCOc1cccc(Br)c1)NCCOc1ccccc1,-9,-12,7,3,-1,-13,-3,10,-38,-6
Cc1cc(Cl)ccc1OCC(=O)OC(C)C(=O)N(C)C (stereo unspecified),-4,20,-4,5,-4,0,2,4,-4,-6
Cc1cc(Cl)c2oc(C(=O)N3CCCCC3CCN3CCCC3=O)c(C)c2c1 (stereo unspecified),2,9,10,1,-3,0,1,3,-3,0
CCOC(=O)c1cccc(NC(=O)c2cc(C)nn2-c2ccccc2)c1,4,12,16,1,4,-1,-1,-17,-26,-2
COc1cc(C2C(C(C)=O)=C(O)C(=O)N2c2ccc(C)cc2)ccc1O (stereo unspecified),-10,-6,-2,1,-2,4,13,-6,-2,-1
C=CCN(CC=C)C(=S)NC(=O)c1ccc(-c2ccccc2)cc1,6,15,6,1,2,-3,-5,2,-6,8
COc1ccc2c(C(F)(F)F)cc(=O)oc2c1C,-3,-8,-13,0,3,0,3,13,-22,0
CCN(CC(=O)Nc1c(F)cccc1F)C(=O)c1cc(S(=O)(=O)N2CCOCC2)ccc1N1CCCC1,·,4,-5,1,1,19,-7,40,·,·
Cc1cccc(NC(=O)c2cc(S(=O)(=O)N3CCc4ccccc43)cn2C)c1C,0,21,18,2,-1,-35,1,15,-10,-4
Cc1ccccc1NC(=O)CSc1nnc(NC(=O)C2CC2)s1,2,-5,0,3,-1,-3,-5,18,4,-1
COc1cccc(-c2cc(C(=O)N3CCc4ccccc4C3)no2)c1,2,10,-2,-2,-1,10,9,-10,4,5
Cc1ccnc(SCC(=O)Nc2oc(-c3ccccc3)c(-c3ccccc3)c2C#N)n1,-2,25,1,0,-1,5,-8,-3,14,0
Clc1ccccc1-c1nnc(-c2ccccc2Cl)o1,7,?,26,-1,-1,-1,3,-158,-171,-6
